From PubChem BioAssay
RXFP1 agonist: activates the human relaxin receptor RXFP1 | HEK293T-RXFP1 cAMP TR-FRET, 30 min; response scale: percent of porcine relaxin response, buffer zero | 370,000 compounds, 0.3% hits | AID 2676 | Potency, µM (top dose mostly 57.5 µM), for the others: top-dose activation, actives largely listed as activators; active means well fitted activation curve with a large enough effect; inconclusive means small, poorly fitted or top-dose-only effect; further: potency means the concentration at half of the fitted maximal effect; on the % scale 0 is the no-effect control and ±100 the full control effect; nearly all actives have a fitted effect of over 60% in size; many of its hits are not listed in these tables
Target sequence (Q9HBX9 whole entry, looked up): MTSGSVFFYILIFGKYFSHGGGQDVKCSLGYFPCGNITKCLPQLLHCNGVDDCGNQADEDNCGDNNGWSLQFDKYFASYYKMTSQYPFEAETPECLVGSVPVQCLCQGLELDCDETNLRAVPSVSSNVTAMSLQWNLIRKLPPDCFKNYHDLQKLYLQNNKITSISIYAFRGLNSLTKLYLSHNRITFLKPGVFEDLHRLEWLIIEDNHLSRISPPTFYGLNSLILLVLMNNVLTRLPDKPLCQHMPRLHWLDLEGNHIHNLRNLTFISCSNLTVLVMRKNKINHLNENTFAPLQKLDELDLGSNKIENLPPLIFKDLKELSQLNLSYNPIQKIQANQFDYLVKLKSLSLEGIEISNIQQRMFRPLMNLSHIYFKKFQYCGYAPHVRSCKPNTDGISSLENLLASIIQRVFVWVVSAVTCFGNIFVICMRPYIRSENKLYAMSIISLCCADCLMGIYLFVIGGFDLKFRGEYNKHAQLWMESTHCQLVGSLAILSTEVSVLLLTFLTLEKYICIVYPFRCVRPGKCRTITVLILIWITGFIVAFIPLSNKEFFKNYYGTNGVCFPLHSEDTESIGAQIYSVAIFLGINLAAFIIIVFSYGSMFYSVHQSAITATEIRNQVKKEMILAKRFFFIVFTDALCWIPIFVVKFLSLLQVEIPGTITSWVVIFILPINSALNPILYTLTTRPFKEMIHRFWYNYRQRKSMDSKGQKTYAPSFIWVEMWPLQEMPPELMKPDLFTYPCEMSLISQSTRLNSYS
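HEK293T cells stably expressing RXFP1 were pretreated with the PDE4 inhibitor Ro 20174, exposed to compounds for 30 min at 37C, lysed, and cAMP was read by TR-FRET. Data normalized to buffer (basal) and 29 nM porcine relaxin (100%).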
D2 PAM: positive allosteric modulators of human D2 dopamine receptor; P14416; HEK293 T-REx D2, calcium flux, EC20 dopamine potentiation; potentiation, % at 10 µM; 340,000 compounds, 0.34% hits; AID 485347;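 active means potentiation over 3 SD above the plate norm, cut at about 30% in these data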; further: 0% is about no effect
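Tetracycline-induced HEK293 T-REx cells force-coupled to calcium signalling expressed D2; compounds were pin-added after a 10 s baseline, read kinetically 180 s, then an EC20 dopamine challenge followed with a further 180 s calcium read.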
TRHR enhancer: allosterically enhances the human TRH receptor. TRHR cells, fluo-8 calcium fluorescence, EC20 TRH enhancement. 360,000 compounds, 0.66% hits. enhancement, % at 2 µM. AID 493056; in the data active means enhancement above about 30%; further: 0% is about no effect
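Enhancer read-out: after compound pinning and an initial kinetic agonist-mode read, an EC20 of TRH (10 nM final) was injected and fluo-8 calcium signal (Ex 480/Em 530) followed at 1 s/cycle for 100 cycles in TRHR-expressing cells.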
D1 antag: blocks dopamine activation of the human D1 receptor | HEK293 TREx D1 cells, calcium flux, dopamine EC80; stronger effect = lower value | activity change, negative = inhibition, % at 10 µM | 360,000 compounds, 3.2% hits | AID 504652; in the data active means activity change below about -30%; further: on the % scale 0 is the no-effect control and ±100 the full control effect
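Calcium flux readout: force-coupled, inducible Hek293 Trex D1 line, cells induced overnight at 30 C with tetracycline, dye-loaded 30–90 min at RT. Antagonism scored against EC80 dopamine challenge given 180 s after compound.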
D1 agonist: agonists of human D1 dopamine receptor. P21728. HEK293 T-REx D1 cells, calcium flux, agonist mode. activation, % at 2 µM. 360,000 compounds, 1% hits. AID 504660; in the data active means activation above about 30%; further: 0% is about no effect
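Inducible HEK293 T-REx D1 cells, force-coupled to calcium signalling, were plated at 4000 cells/well with tetracycline and held overnight at 30 C. After no-wash calcium dye loading, compound-evoked calcium rise over 180 s flagged agonists.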
D1 PAM: potentiators of human D1 dopamine receptor; 360,000 compounds, 0.036% hits; potentiation, % at 10 µM; HEK293 TREx D1 cells, calcium flux, dopamine EC20 potentiation; AID 504651; in the data active means potentiation above about 30%; further: 0% is about no effect
RXFP1 antag: RXFP1 (human) relaxin receptor antagonism; activity change, negative = inhibition, % at 57.5 µM; Q9HBX9; AID 1259400; 350,000 compounds, 0.59% hits; HEK293-RXFP1, relaxin-stimulated cAMP HTRF, 30 min; stronger effect = lower value;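 active means activity change of -60% or lower, but not beyond a set lower limit; inconclusive means change between -60% and -40%, or beyond the set limit; inactive means change above -40%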; further: on the % scale 0 is the no-effect control and ±100 the full control effect
D2 ag: agonists of human D2 dopamine receptor. P14416. HEK293 T-REx D2 cells, calcium flux agonist mode. activation, % at 2 µM. 340,000 compounds, 0.53% hits. AID 485358;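 active means activation over 3 SD above normal in the single-dose calcium agonist read, cut at about 30% in these data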; further: 0% is about no effect
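Calcium-flux readout, 1 cycle/sec over 180 s following compound pin transfer, in inducible HEK293 Trex D2 cells (force-coupled); dopamine controls included. Positive calcium responses during this window marked compounds as potential agonists.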
D2 antag: antagonists of human D2 dopamine receptor; P14416; HEK293 TREx D2 cells, calcium flux, dopamine EC80; inhibition, % at 10 µM; 340,000 compounds, 2% hits; in the data active means inhibition above about 30%; further: 0% is about no effect
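Inhibition of EC80 dopamine-driven calcium flux, recorded kinetically, defines activity here; cells are a tetracycline-induced HEK293 T-REx line expressing force-coupled D2.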
Active calls of the source: *; u = inconclusive; x = no result given.

SMILES	RXFP1 agonist	D2 PAM	TRHR enhancer	D1 antag	D1 agonist	D1 PAM	RXFP1 antag	D2 ag	D2 antag
CCC(C)NC(=O)c1ccccc1NC(=O)CN1C(=O)c2cccc3cccc1c23 (stereo not drawn)	0.2%	-5	4	-1	0	2	x	-0.9	x
Cc1nc(CS(=O)(=O)c2ccc(Cl)cc2)sc1C(=O)O	1.7%	-3	5	4	1	3	0	-0.2	8
CCOc1ccccc1CNS(=O)(=O)c1cnc(N)nc1	2.1%	-7	1	-10	2	-5	-3	1.2	x
CCOc1ccc(C(=O)Nc2cc(C)on2)cc1	1.0%	-3	-2	-16	2	-2	1	0.7	13
N=c1oc2ccccc2cc1-c1nc2ccccc2c(=O)[nH]1	4.0%	-4	-2	-17	4	-6	x	0.7	-11
CCOc1ncccc1C(=O)OCc1csc(CC(=O)Nc2ccccc2C)n1	1.5%	-6	-5	-11	0	-2	0	-0.3	3
CC1=C(C(=O)Nc2ccccc2)C(c2cccnc2)n2nc(SCc3ccccc3F)nc2N1 (stereo not drawn)	2.5%	11	-3	-3	11	1	x	-0.1	x
CCC(=O)NNC(=O)Cc1c(C)n(C(=O)c2ccc(Cl)cc2)c2ccc(OC)cc12	0.2%	-2	-5	4	4	-3	0	-0.2	8
COc1ccc(S(=O)(=O)N2CCCCC2)cc1C(C)C	0.7%	-1	-6	-22	7	-2	-18	-1.3	8
CCOC(=O)/C(=N/Nc1ccc(C)cc1)S(=O)(=O)c1ccc(Cl)cc1	0.2%	-11	5	x	1	-2	-26	0.2	7
COc1ccc(C(=O)N2CCC(c3nc4ccccc4o3)CC2)cc1	2.1%	5	7	5	0	0	-5	0.1	x
C[C@@H](C(=O)N[C@@H](Cc1c[nH]c2ccccc12)C(=O)O)n1nnc2ccccc2c1=O	1.3%	-2	-2	7	0	6	10	2.0	2
O=C(COC(=O)COc1ccccc1)Nc1ccc(S(=O)(=O)N2CCOCC2)cc1	0.4%	0	-3	-4	4	-7	11	-0.5	2
COc1cc(CN(CC2CCCO2)C(=O)c2ccc(F)cc2)cc(OC)c1OC (stereo not drawn)	-0.4%	-8	-8	4	0	-1	4	0.4	x
Cc1ccc2oc(-c3ccc(C)c(NC(=O)c4ccc(C(C)(C)C)cc4)c3)nc2c1	-1.1%	7	7	-1	2	-2	x	-0.7	x

Complete entries, quoted from the list. Order of screens: RXFP1 agonist | D2 PAM | TRHR enhancer | D1 antag | D1 agonist | D1 PAM | RXFP1 antag | D2 ag | D2 antag
COc1ccc(S(=O)(=O)N2CCCCC2)cc1C(C)C is listed as 0.7% | -1 | -6 | -22 | 7 | -2 | -18 | -1.3 | 8
C[C@@H](C(=O)N[C@@H](Cc1c[nH]c2ccccc12)C(=O)O)n1nnc2ccccc2c1=O is listed as 1.3% | -2 | -2 | 7 | 0 | 6 | 10 | 2.0 | 2

Other results follow:
SMILES	RXFP1 agonist	D2 PAM	TRHR enhancer	D1 antag	D1 agonist	D1 PAM	RXFP1 antag	D2 ag	D2 antag
O=C(CNC(=O)c1ccc(Cl)cc1Cl)OCCCn1c(=O)[nH]c2ccccc21	-1.6%	7	21	-7	7	-5	-1	0.2	-6
COc1ccc(N2CCN(c3ncnc4sc(C(=O)NCC5CCCO5)c(C)c34)CC2)cc1 (stereo not drawn)	3.0%	10	1	-3	0	6	-6	0.0	-8
C/C(CC(=O)Nc1ccc(F)cc1)=N\NC(=O)c1ccccn1	2.1%	17	4	-6	1	6	-27	0.0	-2
CSc1nc(-c2ccccc2)cc(C(F)(F)F)c1C#N	0.3%	4	-4	19	2	0	-13	0.7	16
COC(=O)c1cc(=O)nc2scc(C)n12	7.7%	2	6	24	-1	-1	4	0.1	25
COc1ccc(N2CCN(C(=O)c3cc(S(=O)(=O)N4CCC(C)CC4)cn3C)CC2)cc1	-2.6%	7	0	-11	1	-1	x	0.2	x
CCN(CC)C(=O)Cc1cc(C(=O)O)c2ccccc2n1	1.2%	-8	3	-18	2	1	15	0.3	0
COc1ccc(-c2csc3ncnc(Nc4ccc(O)cc4)c23)cc1	-3.2%	3	4	-6	1	0	-1	-0.3	5
O=C(O)Cn1c(SCc2ccccc2)nc2ccccc21	-0.6%	6	5	-2	2	21	-1	0.4	1
CN1CCN(C(=O)c2ccc3c(=O)n(Cc4ccc(Cl)cc4)c(=S)[nH]c3c2)CC1	1.9%	-7	-2	-18	14	-13	-13	2.7	4
CSc1ncc(C(=O)NCc2cccc(F)c2)c(-c2ccccc2)n1	5.8%	-16	8	-8	-2	0	5	-0.1	x
CCN(CC(=O)Nc1ccc(Cl)c(S(=O)(=O)N(C)C)c1)CC(=O)NC(C)C	2.7%	x	4	-7	1	-8	-6	x	x
Cc1ccc(-c2noc(-c3cccnc3N(C)Cc3ccc(Cl)cc3)n2)cc1	1.4%	2	5	1	0	-2	x	1.5	x
CCc1cccc(C)c1NC(=O)Cc1ccsc1	-3.8%	19	2	-12	-1	-4	-12	0.6	-17
O=C(NC1CCCCCC1)c1cc2c(=O)n3ccccc3nc2s1	u	-1	4	-8	1	-6	9	-0.4	0

Part of the list above, with values under each structure.
Screens in order: RXFP1 agonist | D2 PAM | TRHR enhancer | D1 antag | D1 agonist | D1 PAM | RXFP1 antag | D2 ag | D2 antag
- CSc1nc(-c2ccccc2)cc(C(F)(F)F)c1C#N
 : 0.3% | 4 | -4 | 19 | 2 | 0 | -13 | 0.7 | 16
- COC(=O)c1cc(=O)nc2scc(C)n12
 : 7.7% | 2 | 6 | 24 | -1 | -1 | 4 | 0.1 | 25
- COc1ccc(N2CCN(C(=O)c3cc(S(=O)(=O)N4CCC(C)CC4)cn3C)CC2)cc1
 : -2.6% | 7 | 0 | -11 | 1 | -1 | x | 0.2 | x
- CCN(CC)C(=O)Cc1cc(C(=O)O)c2ccccc2n1
 : 1.2% | -8 | 3 | -18 | 2 | 1 | 15 | 0.3 | 0
- COc1ccc(-c2csc3ncnc(Nc4ccc(O)cc4)c23)cc1
 : -3.2% | 3 | 4 | -6 | 1 | 0 | -1 | -0.3 | 5
- O=C(O)Cn1c(SCc2ccccc2)nc2ccccc21
 : -0.6% | 6 | 5 | -2 | 2 | 21 | -1 | 0.4 | 1
- CN1CCN(C(=O)c2ccc3c(=O)n(Cc4ccc(Cl)cc4)c(=S)[nH]c3c2)CC1
 : 1.9% | -7 | -2 | -18 | 14 | -13 | -13 | 2.7 | 4
- CSc1ncc(C(=O)NCc2cccc(F)c2)c(-c2ccccc2)n1
 : 5.8% | -16 | 8 | -8 | -2 | 0 | 5 | -0.1 | x
- CCN(CC(=O)Nc1ccc(Cl)c(S(=O)(=O)N(C)C)c1)CC(=O)NC(C)C
 : 2.7% | x | 4 | -7 | 1 | -8 | -6 | x | x
- Cc1ccc(-c2noc(-c3cccnc3N(C)Cc3ccc(Cl)cc3)n2)cc1
 : 1.4% | 2 | 5 | 1 | 0 | -2 | x | 1.5 | x
- CCc1cccc(C)c1NC(=O)Cc1ccsc1
 : -3.8% | 19 | 2 | -12 | -1 | -4 | -12 | 0.6 | -17

The results go on:
SMILES	RXFP1 agonist	D2 PAM	TRHR enhancer	D1 antag	D1 agonist	D1 PAM	RXFP1 antag	D2 ag	D2 antag
COC(=O)C1CCCCN1C(=O)CCc1nnc(CCc2c[nH]c3ccccc23)o1 (stereo not drawn)	1.9%	x	-32	-2	2	-4	-1	x	x
C=CCn1c(COc2ccccc2)nnc1SCC(=O)Nc1ccc(S(N)(=O)=O)cc1	2.3%	-8	1	-8	1	-6	-3	-1.6	10
CC(=O)N1CCN(c2cc(N3CCc4ccccc4C3)c(F)cc2[N+](=O)[O-])CC1	5.8%	-3	5	-6	-1	-8	1	0.3	-4
COc1ccc(CCNC(=O)CSc2nc(=O)n3cc(C)ccc3n2)cc1OC	5.6%	-4	-1	20	3	-2	-6	0.3	-12
O=C(CNC(=O)c1ccc2c(c1)OCO2)Nc1ncccc1O	-0.4%	-10	10	-15	5	-4	20	-0.5	-19
Cc1oc(-c2ccccc2Cl)nc1CS(=O)(=O)CC(=O)NCc1ccc(F)cc1	1.7%	-26	-2	-18	4	0	x	0.1	x
CCOc1cnc(-c2c(-c3ccccc3Cl)noc2C)o1	-0.1%	-2	-7	-9	0	-4	-14	x	x
COc1ccc(OC)c(C(=O)/C=C/c2cccnc2)c1	0.9%	-1	11	9	5	-4	-29	-0.4	-27
N/C(=N\OCc1ccc([N+](=O)[O-])cc1)c1ccncc1	0.4%	-2	-3	-9	1	-4	-4	x	x
CCOc1ccc(NC(=O)Nc2cccc(C(=O)O)c2)cc1	0.0%	4	2	2	2	-3	11	0.8	-8
COCCNC(=O)C(c1ccc(C)cc1)N(Cc1ccccc1)C(=O)CCC(=O)Nc1ccccn1 (stereo not drawn)	2.8%	15	0	7	1	-4	4	0.1	-16
FCCCOc1ccc(-c2nccc(-c3ccccn3)n2)cc1	1.6%	6	3	-26	3	2	9	-2.2	-15
CC(=O)Nc1cccc(Oc2ncnc3scc(-c4ccccc4)c23)c1	0.2%	-4	-3	-6	6	-5	-14	2.2	6
O=C(CC1C(=O)NCCN1Cc1ccccc1)NCCN1CCCCC1=O (stereo not drawn)	-0.2%	3	13	13	2	14	-1	-1.2	-13
CC(CCc1ccccc1)N1CCN(Cc2ccccc2)CC1 (stereo not drawn)	0.7%	-16	7	8	1	-7	-9	-0.1	61*
Cc1ccc2nc(Nc3nc(=O)c4ccccc4n3C)nc(C)c2c1	6.5%	8	3	-23	158*	-5	x	-0.1	1
Cc1ccc2c(c1)N(CC(=O)NC1CCCCCC1)C(=O)c1cccnc1O2	1.7%	16	-3	1	5	2	-1	0.1	-6
COc1ccc(-c2noc(N3CCC(C(=O)Nc4cccc(C)c4C)CC3)n2)cc1	2.8%	2	4	-20	0	-2	-7	0.0	x
Cc1cccc(C)c1NC(=O)Cn1nnc(C(=O)Nc2ccc(F)cc2F)c1N	0.4%	-10	1	13	5	-3	4	0.5	6
Cc1ccc(NS(=O)(=O)c2ccc3c(c2)CCCN3C(=O)C2CCC2)cc1Cl	0.0%	-1	0	7	1	1	-14	1.0	x
CCCS(=O)(=O)C(=C1Nc2ccccc2N1)S(=O)(=O)CCC	-0.5%	x	13	6	1	-4	-9	0.4	-18
CCOC(=O)c1[nH]c(C)c(C(=O)Nc2ccc(F)cc2)c1C	-0.5%	-1	10	4	1	-5	16	-0.2	-3
CC(C)N1CC(O)=C(c2ccccc2)C1=N	1.5%	-1	-2	-4	3	3	-19	-0.5	0
Cc1cccc(N(C)C(=O)C2CCCN2S(=O)(=O)c2cccc3nsnc23)c1 (stereo not drawn)	-4.5%	9	-1	-4	0	5	0	0.9	-3
C#CCOCCOCCOCCNc1nc(N2CCN(C(=O)[C@H]([C@@H](C)CC)n3cc([C@@H](N)CO)nn3)CC2)nc(N2CCN(C(=O)[C@H](CCCCN)n3cc([C@@H](N)CC(C)C)nn3)CC2)n1	0.2%	-1	-4	-9	0	-4	x	0.0	-3

These rows are one share of the data; the hit share may differ from the screen's.
